Screening data as filed in PubChem.
EZH2 inh = blocks human EZH2/PRC2 H3K27 methylation | Q15910 | DELFIA TRF, 1 h | inhibition, % at 12.5 µM | 57,000 compounds, 0.35% hits | AID 651548;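 active means mean inhibition of replicates at least 50% and every single replicate also reaching 50%; inconclusive means mean inhibition at least 50% but some replicate falls below 50%; inactive means mean inhibition under 50%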;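 further: dimethyl H3K27 on biotinylated H3 21-44 peptide detected by antibody; plate controls were median neutral control wells for no effect and median positive control wells for full effect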
Target sequence (Q15910 whole entry, looked up): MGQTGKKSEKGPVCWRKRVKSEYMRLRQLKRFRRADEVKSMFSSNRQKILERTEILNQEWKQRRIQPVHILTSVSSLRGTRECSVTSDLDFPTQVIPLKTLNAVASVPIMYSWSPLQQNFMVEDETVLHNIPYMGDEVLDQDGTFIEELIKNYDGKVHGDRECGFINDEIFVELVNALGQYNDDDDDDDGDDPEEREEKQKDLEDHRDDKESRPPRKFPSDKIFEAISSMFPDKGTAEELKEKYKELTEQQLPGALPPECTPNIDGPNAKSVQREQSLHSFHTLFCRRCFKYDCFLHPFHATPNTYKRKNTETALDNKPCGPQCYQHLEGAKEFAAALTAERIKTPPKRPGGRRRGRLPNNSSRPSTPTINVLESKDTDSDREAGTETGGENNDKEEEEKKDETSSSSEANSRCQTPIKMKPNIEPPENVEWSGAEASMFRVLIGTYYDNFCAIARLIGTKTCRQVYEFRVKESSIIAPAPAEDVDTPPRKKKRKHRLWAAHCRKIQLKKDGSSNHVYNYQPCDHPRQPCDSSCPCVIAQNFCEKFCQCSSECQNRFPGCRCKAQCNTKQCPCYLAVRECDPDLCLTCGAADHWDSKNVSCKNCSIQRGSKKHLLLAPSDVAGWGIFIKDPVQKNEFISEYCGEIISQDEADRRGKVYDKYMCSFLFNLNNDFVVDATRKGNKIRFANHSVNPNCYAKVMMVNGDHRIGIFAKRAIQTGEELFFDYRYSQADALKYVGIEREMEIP
IDH1 R132H inh = inhibitors of human IDH1 R132H; O75874; IDH1 R132H reductase, diaphorase/resazurin fluorescence, 60 min; 70,000 compounds, 0.18% hits; inhibition, % at 10 µM; AID 624101; in the data active means inhibition above about 34%; inconclusive means no clear call, values can overlap the other calls; inactive means below about 11%;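 further: 0% = DMSO and 100% = no enzyme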
An asterisk follows results filed as active; ? = inconclusive; · = not tested or not shown. An excerpt; count on the stated rates, not on these rows.

entry	structure	EZH2 inh	IDH1 R132H inh
1	C[C@@H]1CN([C@H](C)CO)C(=O)c2cc(NS(=O)(=O)c3cn(C)cn3)ccc2O[C@@H](C)CCCCO[C@@H]1CN(C)C(=O)C1CCCCC1	·	-12
2	CO[C@H]1CN(C)C(=O)c2ccc(NC(=O)c3ccc(-c4ccccc4)cc3)cc2OC[C@@H](C)NC[C@H]1C	-30	0.8
3	C[C@@H]1CN([C@H](C)CO)C(=O)c2cc(NC(=O)C3CCCCC3)ccc2O[C@@H]1CN(C)Cc1ccc2c(c1)OCO2	·	0.2
4	O=C(N[C@H]1CC[C@H](CCNC(=O)c2ccccc2F)O[C@@H]1CO)c1ccc2c(c1)OCO2	-1	-0.4
5	CC(C)c1cn(CC[C@@H]2CC[C@H](NS(=O)(=O)Cc3ccccc3)[C@@H](CO)O2)nn1	-7	-0.1
6	COCC(=O)N(C)C[C@@H]1Oc2cc(C#CC(C)C)ccc2S(=O)(=O)N([C@@H](C)CO)C[C@H]1C	6	-1.9
7	C[C@H](CO)N1C[C@H](C)[C@@H](CN(C)S(=O)(=O)c2ccccc2)Oc2ccc(NC(=O)c3ccncc3)cc2CC1=O	·	-1.5
8	O=C(C[C@@H]1C[C@@H]2c3cc(NC(=O)CC4CC4)ccc3O[C@@H]2[C@H](CO)O1)NCc1ccccc1F	-10	-0.2
9	CCCC(=O)Nc1ccc2c(c1)OC[C@@H](C)N(CC1CCOCC1)C[C@H](C)[C@@H](OC)CN(C)C2=O	-6	-0.8
10	C[C@@H]1CN([C@H](C)CO)C(=O)c2cc(-c3ccc(F)cc3)cnc2O[C@H]1CN(C)CC1CCCC1	-4	-1.7

Single records, from the list above. Values in the order: EZH2 inh, IDH1 R132H inh
Results for `C[C@@H]1CN([C@H](C)CO)C(=O)c2cc(-c3ccc(F)cc3)cnc2O[C@H]1CN(C)CC1CCCC1` → -4, -1.7
Results for `CC(C)c1cn(CC[C@@H]2CC[C@H](NS(=O)(=O)Cc3ccccc3)[C@@H](CO)O2)nn1` → -7, -0.1
Results for `COCC(=O)N(C)C[C@@H]1Oc2cc(C#CC(C)C)ccc2S(=O)(=O)N([C@@H](C)CO)C[C@H]1C` → 6, -1.9
Results for `CCCC(=O)Nc1ccc2c(c1)OC[C@@H](C)N(CC1CCOCC1)C[C@H](C)[C@@H](OC)CN(C)C2=O` → -6, -0.8
Results for `O=C(N[C@H]1CC[C@H](CCNC(=O)c2ccccc2F)O[C@@H]1CO)c1ccc2c(c1)OCO2` → -1, -0.4

More entries follow.
entry	structure	EZH2 inh	IDH1 R132H inh
11	O=C(O)c1cccc(NS(=O)(=O)c2cccc(C(=O)Nc3ccc(F)cc3)c2)c1	-5	0.2
12	CNC[C@@H]1Oc2ncc(C#Cc3cccc(F)c3)cc2C(=O)N([C@H](C)CO)C[C@@H]1C	·	1.8
13	COCCCNC(=O)[C@@]1(C)c2ccccc2C(=O)N(Cc2ccc(OC(F)(F)F)cc2)[C@H]1c1ccc(CO)cc1	3	·
14	COc1cccc(-c2ccc3c(c2)O[C@@H](CN(C)Cc2cccnc2)[C@H](C)CN([C@H](C)CO)S3(=O)=O)c1	5	9.5
15	COc1ccc(-c2cc(C(F)F)n3ncc(C(=O)Nc4cccc(S(=O)(=O)N5CCOCC5)c4)c3n2)cc1	-4	0.2
16	C[C@@H]1CN([C@@H](C)CO)C(=O)c2cc(NC(=O)Cc3cn(C)c4ccccc34)ccc2O[C@@H]1CN(C)C(=O)NC1CCCCC1	7	-27
17	C[C@@H]1CN([C@@H](C)CO)C(=O)c2cc(Br)cnc2O[C@H]1CN(C)C(=O)NC1CCCC1	·	0.3
18	C[C@@H](O)C#Cc1ccc2c(c1)O[C@@H](CN(C)C(=O)C1CCC1)[C@@H](C)CN([C@@H](C)CO)S2(=O)=O	-1	·
19	C[C@@H]1CN([C@@H](C)CO)C(=O)c2cc(NS(=O)(=O)c3ccc(F)cc3)ccc2O[C@@H](C)CCCCO[C@H]1CN(C)C(=O)Nc1ccc(F)cc1	·	-0.1
20	CO[C@H](CN(C)S(=O)(=O)c1ccccc1)[C@@H](C)CN(Cc1ccccc1Cl)[C@H](C)CO	16	-0.1

Three entries from above, arranged by count of non-hydrogen atoms, high to low:
entry	structure	EZH2 inh	IDH1 R132H inh
16	C[C@@H]1CN([C@@H](C)CO)C(=O)c2cc(NC(=O)Cc3cn(C)c4ccccc34)ccc2O[C@@H]1CN(C)C(=O)NC1CCCCC1	7	-27
17	C[C@@H]1CN([C@@H](C)CO)C(=O)c2cc(Br)cnc2O[C@H]1CN(C)C(=O)NC1CCCC1	·	0.3
11	O=C(O)c1cccc(NS(=O)(=O)c2cccc(C(=O)Nc3ccc(F)cc3)c2)c1	-5	0.2

Next part
entry	structure	EZH2 inh	IDH1 R132H inh
21	Cc1ccc(S(=O)(=O)N(Cc2cc3cccc(C)c3[nH]c2=O)c2ccccc2)cc1	·	0.1
22	CCC(=O)NC(c1ccccc1OC)c1c(O)ccc2ccccc12 (stereo not given)	·	3.0
23	COc1ccc(S(=O)(=O)N(C)C[C@@H]2OCCCC[C@H](C)Oc3ccc(N(C)C)cc3C(=O)N([C@@H](C)CO)C[C@H]2C)cc1	-1	-6.8
24	COCCOC(=O)N1C(=O)[C@@]2(c3ccccc31)[C@H](C(=O)NC[C@H](O)c1ccccc1)[C@H]1C(=O)O[C@H](c3ccccc3)[C@H](c3ccccc3)N1[C@@H]2c1ccc(OCCO)cc1	-10	-0.2
25	Cc1nn(Cc2cccc(Oc3ccccc3)c2)c(C)c1NC(=O)c1nc2ncccn2n1	-3	0.0
26	N#CCc1ccc(NC(=O)CN2C(=O)c3ccccc3S2(=O)=O)cc1	-9	-0.6
27	O=C(Cc1ccncc1)NCC[C@H]1CC[C@@H](NC(=O)Nc2ccc(F)cc2)[C@@H](CO)O1	0	0.5
28	CNC[C@@H]1Oc2ncc(-c3ccc(C)cc3)cc2C(=O)N([C@@H](C)CO)C[C@@H]1C	-10	0.3
29	COCC#Cc1ccc2c(c1)O[C@H](CN(C)C(=O)C1CC1)[C@@H](C)CN([C@H](C)CO)S2(=O)=O	-19	·
30	CN(C)CC(=O)Nc1ccc2c(c1)[C@H]1C[C@H](CC(=O)NC3CCCCC3)O[C@H](CO)[C@H]1O2	5	1.6
31	C[C@H]1CN([C@@H](C)CO)C(=O)c2cccc(NC(=O)c3cnccn3)c2O[C@@H]1CN(C)Cc1ccc(Oc2ccccc2)cc1	-7	·
32	C[C@@H]1CCCCO[C@@H](CN(C)Cc2ccccc2)[C@@H](C)CN([C@@H](C)CO)C(=O)c2cc(NC(=O)Nc3ccc(F)cc3)ccc2O1	·	4.0
33	CO[C@@H](CN(C)C(=O)C1CC1)[C@@H](C)CN(C(=O)Nc1ccc(C(F)(F)F)cc1)[C@@H](C)CO	13	-0.1
34	O=C(COc1cccc2ccccc12)Nc1cc([N+](=O)[O-])ccc1O	9	-1.2
35	C[C@@H]1CN([C@@H](C)CO)C(=O)c2cccc(NC(=O)C3CCOCC3)c2O[C@@H]1CN(C)C(=O)Nc1ccc(F)cc1	7	0.2
36	COc1cccc(CNC(=O)C[C@H]2C=C[C@H](NC(=O)C3CCC3)[C@@H](CO)O2)c1	1	-0.2
37	COc1ccc(NC(=O)N(C)C[C@H]2Oc3ncc(-c4ccc(C#N)cc4)cc3C(=O)N([C@@H](C)CO)C[C@@H]2C)cc1	11	·
38	C[C@@H]1CN([C@H](C)CO)C(=O)c2cc(C#CC3CCCC3)cnc2O[C@H]1CN(C)C(=O)c1ccncc1	0	·
39	Clc1ccc(CSC(Cn2ccnc2)c2ccc(Cl)cc2Cl)cc1 (stereo not given)	·	?
40	CC(=O)c1cccc(-n2c(CCC(=O)O)ccc2-c2ccc(Br)cc2)c1	4	0.4
41	CC1OCN(c2ccc(OC(F)(F)F)cc2)Cn2c1nc1ccc(Cl)cc12 (stereo not given)	-8	-1.9
42	O=C(Cc1ccccc1)N[C@H]1CC[C@H](CC(=O)N2CCCCC2)O[C@H]1CO	7	-0.2
43	C[C@H]1CN([C@@H](C)CO)C(=O)c2cccc(NC(=O)NC3CCCCC3)c2O[C@H]1CN(C)CC1CCCCC1	·	4.5
44	C[C@@H]1CCCCO[C@H](CN(C)S(=O)(=O)c2cccs2)[C@@H](C)CN([C@H](C)CO)C(=O)c2cc(NC(=O)Nc3cccc4ccccc34)ccc2O1	·	3.2
45	CC(C)NC(=O)Nc1ccc2c(c1)C(=O)N([C@@H](C)CO)C[C@@H](C)[C@H](CN(C)S(=O)(=O)c1ccc(Cl)cc1)O2	-5	·
46	C[C@@H]1CCCCO[C@H](CN(C)C(=O)Nc2ccc(F)cc2)[C@H](C)CN([C@@H](C)CO)C(=O)c2cc(NS(=O)(=O)c3ccccc3)ccc2O1	·	-1.1
47	C[C@@H]1CCCCO[C@@H](CN(C)C(=O)Nc2ccccc2)[C@H](C)CN([C@@H](C)CO)C(=O)c2cc(NC(=O)Nc3ccc(F)cc3)ccc2O1	·	-0.5
48	C[C@H]1CN([C@@H](C)CO)C(=O)Cc2cc(NC(=O)Cc3cn(C)c4ccccc34)ccc2O[C@@H]1CN(C)C(=O)Nc1cccc2ccccc12	·	0.0
49	COC(=O)c1scc(C)c1NS(=O)(=O)c1ccc2c(c1)CCO2	1	-6.0
50	Cn1c(SCc2nc3ccccc3c(=O)[nH]2)nnc1-c1cc2cc(Br)ccc2o1	0	-0.1
51	C[C@H](CO)N1C[C@H](C)[C@H](CN(C)S(=O)(=O)c2ccc(F)cc2)Oc2ncc(-c3cccc(C(=O)N(C)C)c3)cc2C1=O	·	0.1
52	C[C@@H]1CN([C@H](C)CO)C(=O)Cc2cc(NC(=O)Cc3ccccc3)ccc2O[C@@H]1CN(C)S(=O)(=O)c1cccs1	·	-0.5
53	CCC(=O)N1C[C@@H](C)[C@@H](OC)CN(C)C(=O)c2ccc(NC(=O)Nc3ccc(Cl)cc3)cc2OC[C@@H]1C	0	0.3
54	O=C(CN1CCOCC1)NCC[C@@H]1CC[C@H](NC(=O)Nc2ccc(F)cc2)[C@@H](CO)O1	10	0.1
55	C[C@H]1CN([C@@H](C)CO)C(=O)CCCn2cc(nn2)CO[C@@H]1CN(C)C	2	0.6
56	CC(C)NC(=O)N(C)C[C@@H]1OCCCC[C@@H](C)Oc2ccc(NC(=O)Cc3ccccc3)cc2C(=O)N([C@@H](C)CO)C[C@@H]1C	-16	-0.6
57	C[C@H](CO)N1C[C@H](C)[C@H](CN(C)Cc2ccccc2)Oc2cc(C3=CCCCC3)ccc2S1(=O)=O	22	-2.1
58	O=C(Cc1ccccn1)N[C@H]1C=C[C@H](CC(=O)N2CCCCC2)O[C@H]1CO	3	-0.1
59	Cc1ccc(S(=O)(=O)N(C)C[C@H]2Oc3c(NC(=O)C4CCOCC4)cccc3C(=O)N([C@H](C)CO)C[C@H]2C)cc1	5	-3.0
60	CCc1ccccc1NC(=O)Cn1c(-c2nonc2N)nc2ccccc21	-5	-0.1
61	COCCNC(=O)C[C@@H]1C[C@H]2c3cc(NC(=O)COC)ccc3O[C@H]2[C@H](CO)O1	13	-5.0
62	C[C@H]1CN([C@@H](C)CO)C(=O)c2cccc(NS(C)(=O)=O)c2O[C@H]1CN(C)Cc1ccc(Cl)c(Cl)c1	-6	-0.8
63	CN(C)C(CC(=O)Nc1cccc(Cl)c1Cl)C(=O)O (stereo not given)	-9	0.8
64	C[C@H](CO)N1C[C@H](C)[C@H](CN(C)S(=O)(=O)c2ccc(F)cc2)Oc2ncc(C#CCN(C)C)cc2C1=O	-2	5.5
65	C[C@@H]1CN([C@@H](C)CO)C(=O)c2cc(C#Cc3cccnc3)cnc2O[C@@H]1CN(C)C(=O)CC1CC1	2	1.2
66	COc1cccc(-c2cccc(-c3nc(C(=O)O)cc4c3[C@H](CCO)N(S(=O)C(C)(C)C)C4)c2)c1 (stereo not given in full)	6	-0.1
67	Cc1ccc(S(=O)(=O)N[C@H]2C=C[C@H](CC(=O)NC3CCCCC3)O[C@H]2CO)cc1	3	0.2
68	C[C@H]1CN([C@@H](C)CO)C(=O)c2cc(C#CC3CC3)cnc2O[C@@H]1CN(C)C(=O)CC1CC1	2	-1.1
69	O=C(Cn1cnc2scc(-c3ccc(F)cc3)c2c1=O)Nc1ccc(F)cc1	0	-0.4
70	COC(=O)c1ccc(NC(=O)CSc2nnc(-c3cccnc3)n2-c2ccccc2)cc1	5	0.5

The results go on.
entry	structure	EZH2 inh	IDH1 R132H inh
71	O=C(C[C@H]1CC[C@@H](NC(=O)Nc2cc(F)ccc2F)[C@H](CO)O1)NCCCN1CCOCC1	4	0.1
72	C[C@@H]1CN([C@H](C)CO)C(=O)Cc2cc(NC(=O)CCC(F)(F)F)ccc2O[C@@H]1CN(C)Cc1ccccc1	-11	·
73	O=C(C[C@@H]1C[C@H]2c3cc(NC(=O)C4CCC4)ccc3O[C@H]2[C@H](CO)O1)NCc1ccccn1	7	1.6
74	COc1ccc(S(=O)(=O)N(C)C[C@@H]2Oc3ccc(NC(=O)Nc4ccc(F)cc4)cc3CC(=O)N([C@@H](C)CO)C[C@@H]2C)cc1	·	-3.1
75	CCCC#Cc1cnc2c(c1)C(=O)N([C@H](C)CO)C[C@@H](C)[C@H](CN(C)C(=O)CCN1CCCCC1)O2	-7	1.3
76	C[C@@H]1CCCCO[C@H](CN(C)C(=O)CCC(F)(F)F)[C@H](C)CN([C@@H](C)CO)C(=O)c2cc(NS(=O)(=O)c3cn(C)cn3)ccc2O1	·	2.3
77	O=C(C[C@H]1C[C@@H]2c3cc(NC(=O)C4CCOCC4)ccc3O[C@@H]2[C@H](CO)O1)NCc1ccccc1	-1	-0.4
78	COc1ccc(S(=O)(=O)N[C@H]2CC[C@H](CC(=O)NCCc3ccncc3)O[C@@H]2CO)cc1	3	0.2
79	COc1cccc(NC(=O)N[C@H]2CC[C@H](CC(=O)Nc3ccc(-c4ccccc4)cc3)O[C@@H]2CO)c1	-12	-0.2
80	C[C@@H]1CN([C@H](C)CO)C(=O)c2cc(NC(=O)Nc3ccc(F)cc3)ccc2O[C@@H](C)CCCCO[C@H]1CN(C)Cc1ccc(C(=O)O)cc1	·	1.1
